High-throughput results as filed in PubChem.
N370S GC – qHTS Assay for Inhibitors and Activators of N370S glucocerebrosidase as a Potential Chaperone Treatment of Gaucher Disease; AID 2101, 2009; 330,000 compounds, 0.092% hits; Potency, µM (doses to about 59.4 µM), for inactives: at the top dose activity change, negative = inhibition, usual class: inhibitors; Lysosomal acid glucosylceramidase (Homo sapiens), P04062; N370S GC spleen homogenate, 4MU-glucoside fluorescence;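 also: 0% = full enzyme activity and -100% = no enzyme basal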
TDP1 inh – qHTS Assay for Inhibitors of Tyrosyl-DNA Phosphodiesterase (TDP1); Tyrosyl-DNA phosphodiesterase 1 (Homo sapiens), Q9NUW8; recombinant TDP1, AlphaScreen DNA substrate cleavage; Potency, µM (highest dose often 130 µM), for the others: at the highest dose activity change, negative = inhibition, actives largely listed as inhibitors; 350,000 compounds, 0.28% hits; also: nearly all actives have a fitted effect of over 40% in size
Target sequence (Q9NUW8 whole entry, looked up): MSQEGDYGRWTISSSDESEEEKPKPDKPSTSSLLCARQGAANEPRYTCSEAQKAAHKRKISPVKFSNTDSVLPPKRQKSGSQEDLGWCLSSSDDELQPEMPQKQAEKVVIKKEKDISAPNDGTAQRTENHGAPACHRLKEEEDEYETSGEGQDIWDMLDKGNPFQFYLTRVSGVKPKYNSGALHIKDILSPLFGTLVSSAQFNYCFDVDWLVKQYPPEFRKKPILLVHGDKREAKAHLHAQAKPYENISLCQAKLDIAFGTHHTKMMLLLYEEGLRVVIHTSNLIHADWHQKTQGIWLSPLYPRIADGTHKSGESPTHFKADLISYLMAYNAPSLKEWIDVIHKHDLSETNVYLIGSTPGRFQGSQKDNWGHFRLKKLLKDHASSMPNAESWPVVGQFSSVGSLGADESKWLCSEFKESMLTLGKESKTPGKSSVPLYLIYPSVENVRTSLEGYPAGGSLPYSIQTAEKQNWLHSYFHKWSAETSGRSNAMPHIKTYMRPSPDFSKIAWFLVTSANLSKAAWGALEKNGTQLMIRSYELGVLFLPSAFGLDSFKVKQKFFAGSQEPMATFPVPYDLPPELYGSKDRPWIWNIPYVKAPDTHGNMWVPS
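Enzyme-compound mixtures sat 15 min at room temperature, followed by a 5 min reaction with 15 nM final substrate and 10 min with AlphaScreen beads. Recombinant human Tdp1 was used at 1 nM final.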
FEN1 inh – qHTS Assay for the Inhibitors of Human Flap endonuclease 1 (FEN1); AID 588795, 2011; 390,000 compounds, 0.35% hits; Recombinant FEN1 flap cleavage, fluorescence, 15 min; Potency, µM (top dose mostly 114 µM), inactives show at the top dose activity change, negative = inhibition, most hits filed as inhibitors; also: nearly all actives have a fitted effect of over 65% in size
Target sequence (P39748 whole entry, looked up): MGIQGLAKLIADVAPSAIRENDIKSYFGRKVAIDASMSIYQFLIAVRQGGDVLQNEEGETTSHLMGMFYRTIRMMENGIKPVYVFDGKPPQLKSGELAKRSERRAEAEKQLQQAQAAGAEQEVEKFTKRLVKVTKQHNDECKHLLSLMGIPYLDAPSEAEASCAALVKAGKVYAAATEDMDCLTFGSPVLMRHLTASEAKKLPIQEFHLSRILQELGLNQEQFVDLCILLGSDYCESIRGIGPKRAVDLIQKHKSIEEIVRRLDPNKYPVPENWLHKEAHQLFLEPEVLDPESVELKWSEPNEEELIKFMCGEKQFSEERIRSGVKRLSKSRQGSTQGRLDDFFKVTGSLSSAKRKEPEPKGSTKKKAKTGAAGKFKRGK
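Quantitative HTS format: each compound was titrated, incubated with 10 nM nuclease for 15 min at room temperature, then challenged with flap substrate at 50 nM final. Signal change over 15 min gave concentration–effect curves.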
* hit, by the source's call; ? = inconclusive; · = no result given; & = joins results of further samples; [ ] = dose if it differs, or a comment. Calls follow the shape of the dose curve; as a rule, active = well fitted curve in the direction sought with a large enough effect; inconclusive = small, poorly fitted or top-dose-only effect, or another doubt; inactive = no such curve, though single readings can be large; an effect the other way counts as inactive or inconclusive. Unless noted, % is scaled to controls: 0 for no effect and ±100 for the full control effect; potency is read from the fitted curve at half-maximal effect.

#1 COc1ccc(C2c3c(ccc4ccccc34)Oc3ncn4nc(Cc5ccc(OC)c(OC)c5)nc4c32)cc1 (stereo unspecified)
#2 COc1ccc(OC)c(C2CC(=O)N3CN(c4cccc(Cl)c4C)CSC3=C2C#N)c1 (stereo unspecified)
#3 CCOC(=O)[C@@H]1[C@H]2COc3cc(OC)ccc3[C@@H]2N2C(=O)N(c3ccccc3)C(=O)[C@@]12C
#4 O=C(c1ccccc1Cl)N(Cc1ccc(Br)cc1)N1C(=O)CCCC1=O
#5 Cc1ccc2nc(C3CCN(C(=O)c4ccco4)CC3)[nH]c2c1
#6 Cc1nc(-c2cn[nH]c2)c2cc(C)oc2n1
#7 Cc1ccc(N(CC(=O)Nc2ccccc2-c2ccccc2)S(=O)(=O)c2ccccc2)cc1
#8 COc1ccc(NC(=S)N2CCN(S(=O)(=O)c3ccc(F)cc3)CC2)cc1
entry no. | 1 | 2 | 3 | 4 | 5 | 6 | 7 | 8
N370S GC | 5.0% | 1.6% | · | 21.2% | 6.8% | -6.6% | 18.9% | -5.7%
TDP1 inh | 10.5% | 5.2% | 0.0% | -1.2% | 5.8% | -1.0% | -3.0% | 2.9%
FEN1 inh | · | -21.1% | -3.1% | -4.7% | 47.0% | -11.6% | 7.9% | 7.9%

#9 Fc1ccccc1CNC(=S)NC1CCCCC1
#10 O=C(NC12CC3CC(CC(C3)C1)C2)c1ccco1
#11 Cc1n[nH]c(=S)c2nn(-c3ccccc3)c(C)c12
#12 COc1ccc(NC(=O)C2CC(=O)N(C)C(=Nc3ccc4c(c3)OCO4)S2)cc1 (stereo unspecified)
#13 C=CCNC(=O)c1cc2c(=O)n3cc(C)ccc3nc2nc1NCC1CCCO1 (stereo unspecified)
#14 O=C(Nc1cnn(Cc2ccc(F)cc2)c1)c1cc2nc(-c3ccco3)cc(C(F)(F)F)n2n1
#15 COc1ccc(N2CC(C(=O)Nc3cc(C)ccn3)CC2=O)cc1 (stereo unspecified)
#16 O=c1c2ccccc2nnn1Cc1cccc2ccccc12
entry no. | 9 | 10 | 11 | 12 | 13 | 14 | 15 | 16
N370S GC | -0.8% | 5.3% | -28.4% | -4.8% | 22.6% | -10.3% | 1.5% | ?
TDP1 inh | 1.2%[56.1 µM] | 4.6% | 1.0% | 7.8% | 0.0% | 3.9% | · | -2.9%
FEN1 inh | -11.6% | -5.5% | · | -17.1% | · | -0.3% | -1.8% | 1.6%

#17 CCSc1nnc(NC(=O)[C@@H](NC(=O)c2cccc(C)c2)C(C)C)s1
#18 CCn1c(=O)c2cc(C(=O)NCCc3ccc(OC)c(OC)c3)sc2c2ccccc21
#19 Cc1ccc(O)c(/C=N/NC(=O)CN2CCCC2)c1
#20 O=C(NC(=S)NNC(=O)c1ccccc1O)c1ccc([N+](=O)[O-])cc1
#21 O=C(CCCC(=O)N(c1ccc(F)cc1)C(C(=O)NC1CCCC1)c1ccc(O)cc1)Nc1ccccn1 (stereo unspecified)
#22 COC(=O)c1cccc(NC(=O)/C=C/c2ccc3c(c2)OCO3)c1
#23 COc1ccc(NC(=O)c2c(C)oc3ccc(O)c(CN4CCC(C)CC4)c23)cc1Cl
#24 CCc1ccc(OCCCCN(C)Cc2ccccc2)cc1
entry no. | 17 | 18 | 19 | 20 | 21 | 22 | 23 | 24
N370S GC | ? | · | -0.5% | -4.5% | -16.6% | -14.0% | · | 10.9%
TDP1 inh | -2.7% | 3.5% | 3.9% | · | -13.8% | -3.1% | 7.4% | ·
FEN1 inh | 27.6% | ? | -1.6% | -6.9% | 1.7% | -10.7% | -15.2% | 8.6%

#25 O=c1ccc(-c2ccccc2)nn1Cc1ccccc1F
#26 O=C(CSc1nnc(-c2ccccc2)o1)NCC1CCCCC1
#27 COc1ccc(CN2CC(C(=O)N3CCOCC3)CC2=O)cc1 (stereo unspecified)
#28 O=C(CSc1n[nH]c(-c2cccnc2)n1)Nc1cccc(Cl)c1
#29 CCN1CCN(C(=O)c2cc(COc3c(C)cccc3C)on2)CC1
#30 Cc1ccnc(NC(=O)c2ccc(NC(=O)CC3SC(N4CCCC4)=NC3=O)cc2)c1 (stereo unspecified)
#31 COc1ccc(-c2nnc(-c3ccc(Br)o3)o2)cc1OC
#32 O=C1NC2=C(C(=O)CCC2)C(c2ccc([N+](=O)[O-])cc2)N1 (stereo unspecified)
entry no. | 25 | 26 | 27 | 28 | 29 | 30 | 31 | 32
N370S GC | 3.9% | 13.6% | -4.0% | ? | -10.7% | -3.0% | -5.4% | -6.0%
TDP1 inh | 2.4% | 4.9% | 8.0% | 0.7%[0.0935 µM] | 2.5% | -9.8%[0.505 µM] | 3.9% | 9.0%
FEN1 inh | -14.0% | -11.3% | 0.2% | 11.9% | -4.7% | -3.1% | -2.6% | -2.3%

#33 CCOC(=O)c1ccccc1NC(=O)CSc1nc2ccncc2[nH]1
#34 CCOC(=O)C1(Cc2ccc(OC)cc2)CCN(S(C)(=O)=O)CC1
#35 CCOC(=O)/C(C#N)=C/c1cn(CCOc2ccc(OC)cc2)c2ccccc12
#36 O=C(CN1C(=O)NC2(CCSC2)C1=O)NCc1ccccc1 (stereo unspecified)
#37 N#Cc1c(Cl)nsc1NN
#38 COc1c(Br)cc([N+](=O)[O-])c(OC)c1C(=O)NC(=O)Nc1c(Cl)cccc1Cl
#39 COc1ccc(Nc2nc3ccc(OC)cc3s2)cc1
#40 O=C(c1ccccc1)N1CCN(c2n[nH]c(=O)[nH]c2=O)CC1
entry no. | 33 | 34 | 35 | 36 | 37 | 38 | 39 | 40
N370S GC | -26.7% | 5.4% | 1.1% | -2.4% | -6.5% | 1.4% | -1.2% | -4.5%
TDP1 inh | 2.0%&2.5% | 0.0% | -1.4% | -1.8% | 8.9% | 2.4% | 8.4% | -0.5%
FEN1 inh | 14.3%&12.3% | -1.8% | 1.4% | -14.8% | -6.9% | 12.3% | -2.9% | 15.1%

Shown as labelled records: entries from further up
25: O=c1ccc(-c2ccccc2)nn1Cc1ccccc1F
  N370S GC: 3.9%
  TDP1 inh: 2.4%
  FEN1 inh: -14.0%
31: COc1ccc(-c2nnc(-c3ccc(Br)o3)o2)cc1OC
  N370S GC: -5.4%
  TDP1 inh: 3.9%
  FEN1 inh: -2.6%
21: O=C(CCCC(=O)N(c1ccc(F)cc1)C(C(=O)NC1CCCC1)c1ccc(O)cc1)Nc1ccccn1 (stereo unspecified)
  N370S GC: -16.6%
  TDP1 inh: -13.8%
  FEN1 inh: 1.7%
23: COc1ccc(NC(=O)c2c(C)oc3ccc(O)c(CN4CCC(C)CC4)c23)cc1Cl
  N370S GC: ·
  TDP1 inh: 7.4%
  FEN1 inh: -15.2%

Later entries:
#41 CC(=O)Nc1ccc(S(=O)(=O)Nc2nnc(C3CCCCC3)s2)cc1
#42 COc1ccc2[nH]c(=O)c(CN(C)C(=O)c3ccncc3)cc2c1
#43 O=C1C2C3c4ccccc4C(c4ccccc43)[C@@H]2c2nc3ccccc3n21 (stereo partly specified)
#44 Cc1ccccc1OCc1ccc(-c2nc(C#N)c(NCc3cccnc3)o2)o1
#45 CC(=O)c1c(COC(=O)c2ccccc2)nc2ccccc2[n+]1[O-]
#46 Cc1nc(N2CCN(Cc3ccccc3)CC2)c(C#N)c2c1COC(C)(C)C2
#47 O=S(=O)(Nc1ccc(N=Nc2ccc(O)c3ccccc23)cc1)c1ccccc1
#48 CCCC(=O)NC(=S)Nc1ccc(S(=O)(=O)Nc2ccc(OCC)cc2)cc1
entry no. | 41 | 42 | 43 | 44 | 45 | 46 | 47 | 48
N370S GC | -7.9% | 2.8% | 4.1% | · | 0.9% | 9.6% | 12.0% | -11.1%
TDP1 inh | 4.4% | -5.7% | 2.0% | 7.8% | 7.0% | 6.7% | 5.8% | 0.0%
FEN1 inh | 5.0% | -0.7% | 0.5% | -21.6% | -14.9% | 10.7% | -1.1% | -16.0%

#49 COc1ccc(NC(=O)CN(C)S(=O)(=O)c2ccc3c(c2)NC(=O)CS3)cc1
#50 O=C1Nc2ccc(NS(=O)(=O)c3cccs3)c3cccc1c23
#51 O=C(COC(=O)c1ccc(F)cc1F)Nc1cccnc1Cl
#52 COc1ccccc1N1CCN(C2C(=O)c3ccccc3N2C(C)=O)CC1 (stereo unspecified)
#53 CC(=O)Nc1ncc(Cc2cc(Cl)ccc2Cl)s1
#54 CCSc1nc2sc3c(c2c(=O)n1CC)CC(C)(C)OC3
#55 Cc1ccc(CNC(=O)c2cc(-c3ccccc3C)nn2CC2CC(c3cccnc3)=NO2)cc1 (stereo unspecified)
#56 CCS(=O)(=O)N1CC(=O)N(c2cccc(C)c2C)C(C)(C(=O)NC2CCCCC2)C1 (stereo unspecified)
entry no. | 49 | 50 | 51 | 52 | 53 | 54 | 55 | 56
N370S GC | -16.0% | 7.9% | · | · | -0.2% | 25.0% | · | ·
TDP1 inh | 1.8% | -1.0% | 0.9% | 5.3% | 7.4% | 2.9% | -7.7% | 5.0%
FEN1 inh | 17.6% | -12.9% | 18.6% | -1.7% | -2.8% | -7.1% | 3.8% | -0.3%

4 of the entries above in order of their number in N370S GC, highest first:
entry	SMILES	N370S GC	TDP1 inh	FEN1 inh
54	CCSc1nc2sc3c(c2c(=O)n1CC)CC(C)(C)OC3	25.0%	2.9%	-7.1%
50	O=C1Nc2ccc(NS(=O)(=O)c3cccs3)c3cccc1c23	7.9%	-1.0%	-12.9%
53	CC(=O)Nc1ncc(Cc2cc(Cl)ccc2Cl)s1	-0.2%	7.4%	-2.8%
49	COc1ccc(NC(=O)CN(C)S(=O)(=O)c2ccc3c(c2)NC(=O)CS3)cc1	-16.0%	1.8%	17.6%

The list continues:
#57 CCOc1ccc(/C(O)=C2/C(=O)C(=O)N(CCN(CC)CC)C2c2cccs2)cc1 (stereo unspecified)
#58 COc1ccc(CCNC(=O)c2cc3c(=O)n4ccccc4nc3n(CCCN3CCOCC3)c2=N)cc1
#59 CC12c3ccccc3C(c3ccccc31)C1C(=O)N(c3ccncc3)C(=O)C12 (stereo unspecified)
#60 O=C(Cn1cnc([N+](=O)[O-])n1)c1ccccc1
#61 O=C1CSC(c2ccccc2F)N1c1ccccc1F (stereo unspecified)
#62 COc1ccc(N=C2O/C(=C/c3sc(=S)n(CC4CCCO4)c3O)N=C2C#N)cc1 (stereo unspecified)
#63 CN(C(=O)COC(=O)Cn1cnc2c1c(=O)n(C)c(=O)n2C)C1(C#N)CCCCC1
#64 COc1ccc(CNCCC2(O)CC(C)N(C)CC2C)cc1OC (stereo unspecified)
entry no. | 57 | 58 | 59 | 60 | 61 | 62 | 63 | 64
N370S GC | -16.4% | -5.7% | -4.4% | -5.2% | -1.9% | ? | · | 2.3%
TDP1 inh | · | 2.6% | 2.4% | 1.6% | · | 9.4% | 1.1% | ·
FEN1 inh | -4.0% | 9.5% | -13.6% | 6.4% | -2.7% | -1.4% | -1.1% | -15.2%

#65 Cc1c(O)nc(SCC(=O)Nc2ccc(Cl)cc2Cl)n(-c2ccc(F)cc2)c1=O
#66 CCN(CC)S(=O)(=O)c1cccc(NC(=O)c2cccc(S(=O)(=O)N3CCCC3)c2)c1
#67 O=C(CSC1=NS(=O)(=O)c2ccccc2N1)c1ccccc1
#68 O=C(Cn1ncc2ccsc2c1=O)N1CCN(c2ccccc2)CC1
#69 O=C(c1ccc2c(c1)N(Cc1ccccc1F)C(=O)c1ccccc1S2(=O)=O)N1CCCCC1
#70 CCn1c(=O)c2sccc2n2c(CCCC(=O)NC3CCN(Cc4ccccc4)CC3)nnc12
#71 CS(=O)(=O)N1CCN(C(=O)c2cc(-c3ccccc3)nc3ccccc23)CC1
#72 CCOC(=O)c1sc(NC(=S)NC(=O)c2ccccc2)nc1C
entry no. | 65 | 66 | 67 | 68 | 69 | 70 | 71 | 72
N370S GC | · | · | 0.0% | · | · | ? | 8.2% | -25.2%
TDP1 inh | 2.1% | -1.7%[56.1 µM] | -0.2%[0.505 µM] | 3.8% | 1.2% | 0.8% | -1.8% | -2.3%
FEN1 inh | -7.9% | -7.9% | 0.6% | -0.3% | -16.2% | -15.4% | 29.8% | -5.2%

#73 Cc1ccc(C(=O)OCC(=O)c2c[nH]c3ccccc23)cc1NC(=O)c1ccco1
#74 CCCCC(=O)Nc1nnc(CCc2ccccc2)s1
#75 COc1nc(Nc2ccc3c(c2)OCO3)nc(OC)n1
#76 Cc1cccc(C(=O)N2CCC(=O)N(C(COCc3ccccc3)Cc3ccccc3)CC2)c1 (stereo unspecified)
#77 CCCc1ccc(OCc2ccc(C(=O)N/N=C/c3cccc([N+](=O)[O-])c3)o2)c(OC)c1
#78 Nc1nnn(CC(=O)N/N=C/C=C/c2ccccc2)n1
#79 CCN(C(=O)CSc1nc(C)nc2sc(C)c(C)c12)C1CCS(=O)(=O)C1 (stereo unspecified)
entry no. | 73 | 74 | 75 | 76 | 77 | 78 | 79
N370S GC | -1.3% | -3.6% | -2.7% | 6.0% | 5.6% | 0.4% | ·
TDP1 inh | 5.1% | 3.5% | 2.9% | 5.3% | 9.8% | · | -1.4%
FEN1 inh | -9.2% | 2.4% | -4.5% | 9.9% | 4.7% | -18.7% | 15.5%
